Screening results as filed in PubChem.
S3 lipid droplet: qHTS Assay for Lipid Storage Modulators in Drosophila S3 Cells; Drosophila S3 cells, BODIPY lipid droplet fluorescence, 18-24 h; cells fed with added oleic acid; lipid storage change, negative = inhibition, % at the top dose, mostly 46.1 µM; hits show Potency in µM; actives 0.64% (n = 320,000); AID 2685, 2010; active = well fitted inhibition curve with a large enough effect in the signal ratio, with a control signal flat, not every such curve was filed as active; inconclusive = small, poorly fitted or top-dose-only effect, or effect the other way, or a change in a side signal; the % refers to the signal ratio
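Drosophila S3 cells loaded with oleic acid (400 uM, as added) and compounds at several concentrations; lipid droplets imaged by 488-nm laser-scanning cytometry, 500–530 nm intensity and object ratio to cell channel. Percent activity normalized to 20 uM Triacsin C.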
S3 lipid droplet cell count max: further read-out of S3 lipid droplet, marked with its call; cell number change, %; measured here: cell count max response;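 cells counted by Cell Tracker Red CMTPX staining in the red channel; peak over a dose series mostly up to 46.1 µM; percent activity relative to internal control wells on each plate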
* hit, by the source's call; i = inactive; ? = inconclusive; · = not tested or not shown; [ ] = dose if it differs, or a comment. % is set by controls: 0 for no effect and ±100 for the full control effect; potency is the fitted concentration of half-maximal effect. A portion of the library; the hit share may differ from the screen's.

canonical_smiles	S3 lipid droplet	S3 lipid droplet cell count max
Cc1cccc(-c2cc3nc4c(c(NCc5ccco5)n3n2)CCCC4)c1	?	·
CCN1CCN(CC(=O)Nc2ccc(Cl)c(Cl)c2)C(=O)C1=O	?	·
CC(=O)c1cccc(NC(=O)CSC(=O)c2ccccc2)c1	7%	-13
COc1cccc(CNC(=O)CCC(=O)n2ncc3cc(C)ccc32)c1OC	?	·
COc1ccc(C(=O)N2CCOC2CNC(=O)C(=O)NCCc2ccccc2OC)cc1 (centres undefined)	5%	10
CCCCNc1nc2ccccc2n1CC(=O)Nc1c(C)cccc1CC	14%	5
N#C/C(=C/c1ccc(Br)o1)C(N)=O	-13%	-13
Cc1ccc(NCCC#N)cc1C	?	·
CN(c1ccccc1)S(=O)(=O)c1cccc(NC(=O)c2ccc3ncsc3c2)c1	8%	-7
O=C(CSc1ccc(Br)cc1)N1CCN(S(=O)(=O)c2ccccc2)CC1	?	·
Cc1cc(C)cc(NC(=O)c2ccc(NC3=NC4CS(=O)(=O)CC4S3)cc2)c1 (centres undefined)	?	·
Cc1ccc(C(=O)OCC(=O)NNC(=O)c2cccs2)c(O)c1	21%	·
CCCCc1nnc(SCc2ccc(OCC)cc2)n1N	?	·
CCc1ccc(OCC(=O)NC(NC(=S)Nc2ccccc2OC)C(Cl)(Cl)Cl)cc1 (centres undefined)	4%	-17
O=C(CNC1CCCCC1)Nc1ccc(S(=O)(=O)N2CCCCC2)cc1	?	·
CC(NC(=O)C1CCN(S(=O)(=O)c2cccc3nonc23)CC1)c1ccccc1 (centres undefined)	?	·
Nc1nncn1C(=O)c1ccccc1Cl	?	·
c1ccc2c(C3=NNC(=NC4CCCCC4)SC3)c[nH]c2c1	?	·
CCc1ccc2c(c1)C(=O)C(=O)N2CCS(=O)(=O)c1ccccc1	-12%	·
COCCn1c(SCC(=O)Nc2ccc(C)cc2C)nc2c(oc3ccccc32)c1=O	?	·
CCC1CN(C(=O)N2CCC(C(=O)NCc3ccccc3OC)CC2)c2cc(C)ccc2O1 (centres undefined)	?	·
COC(=O)c1cccc(C(=O)N2CCCC(C(=O)c3ccccc3OC)C2)c1 (centres undefined)	i	-19
COC(=O)c1c(NC(NC(C)=O)C(Cl)(Cl)Cl)sc2c1CCCC2 (centres undefined)	?	·
O=C(Cn1ccc2ccccc2c1=O)NCCC(=O)N1CCN(c2ccccc2)CC1	i	20
Cn1cc(CCNC(=O)CC2C(=O)NCCN2Cc2cccc(Oc3ccccc3)c2)cn1 (centres undefined)	29%	9
O=C(NCCC1=CCCCC1)c1cc(S(=O)(=O)N2CCCCC2)ccc1Cl	20%	-10
CCCCc1ccc(NC(=O)OC)cc1	16%	-9
COc1cc(C(=O)Nc2nc(C)cc(C)n2)cc(OC)c1OC	9%	6
COc1cccc(C(=O)Nc2ccc(S(=O)(=O)Nc3nccc(C)n3)cc2)c1	-10%	11
COc1ccc(C(=O)NCc2nc3ccccc3[nH]2)cc1OC	i	·
CCC(=O)Nc1ccc(OCc2nc3ccccc3s2)cc1	7%	-5
O=C1/C(=C\c2cc(Cl)c(O)c(Cl)c2)SC(=S)N1Cc1ccccc1	?	·
O=C(NCc1ccccc1C(F)(F)F)C1CC(O)CN1C(=O)Nc1ccccc1 (centres undefined)	-5%	1
O=C1c2oc3ccccc3c(=O)c2C(c2cccc(O)c2)N1CCCN1CCOCC1 (centres undefined)	19%[9.22 µM]	19
CCCc1nnc(NC(=O)CCC(=O)Nc2ccc(Cl)cc2)s1	?	·
CC(C)CCNC(=O)c1ccc2c(SCC(=O)O)c3c(nc2c1)CCC3	?	·
O=C(O)c1ccc(N/N=C/c2cc(Br)cs2)cc1	?	·
Cc1ccc(S(=O)(=O)N2CCC(=O)N2)cc1	-14%	-2
Cc1cccc(OCC(=O)N(Cc2nnc(-c3ccccc3Cl)o2)C2CC2)c1	?	·
NC(=O)c1sc2nc3c(c(-c4ccco4)c2c1N)CCC3	?	·
COc1ccccc1N1CCN(C(=S)Nc2ccc3nc(N4CCOCC4)cc(C)c3c2)CC1	3%	8
CCn1cc(C(=O)N2CCc3ccccc3C2)c(=O)c2cc(S(=O)(=O)N3CCCCC3)ccc21	?	·
COc1ccccc1Cc1nc(-c2ccncc2)no1	9%	-1
CC1=CC(C)(C)N2C(=O)C3(N=C(N)NC(Nc4ccccc4)=N3)c3cc(C)cc1c32 (centres undefined)	20%	·
N#Cc1c(-c2ccccc2)nc(SCC(=O)Nc2ccccc2F)[nH]c1=O	-4%	-15
CC1(c2nnc(-c3cccc(Cl)c3)o2)CC(c2cccc([N+](=O)[O-])c2)=NO1 (centres undefined)	?	·
O=c1c(-c2ccnn2-c2ccc(F)cc2)cnc2n1CCS2	i	28
Cc1csc(SCC(=O)NC(C)c2ccccc2)n1 (centres undefined)	1%	14
COc1cc(CNc2ccc(C)c(C)c2)cc(OC)c1OC	?	·
CCO[C@@H]1OC(C(=O)N2CCN(Cc3ccccc3)CC2)=C[C@H](c2ccc(Br)cc2)[C@H]1CCCO	-1%	-15

The list goes on.
canonical_smiles	S3 lipid droplet	S3 lipid droplet cell count max
NS(=O)(=O)c1ccc(N=Nc2c(=O)[nH]n3c(=O)c4c([nH]c23)CCCC4)cc1	-18%	6
Cc1ccc(NC(=O)c2ccc(OCC3CCCO3)cc2)cc1 (centres undefined)	15%	7
O=C(/C=C/c1ccco1)Nc1ccccc1C(=O)O	?	·
COc1ccc(-c2nnc(SCC(=O)N(Cc3ccccc3)C(C)(C)C)o2)cc1OC	?	·
O=C(/C=C/Nc1ccc([N+](=O)[O-])cc1)c1ccc(Br)cc1	?	·
Cc1nc(N)sc1C(=O)N1N=N1	-6%	34
O=C(C1CCCN(Cc2ccc(Cl)cc2)C1)N1CCCCC1 (centres undefined)	i	23
Cc1ccc(NC(=O)Cn2ncn3c(cc4ccccc43)c2=O)cc1F	?	·
Cc1cc(-c2ccc(S(=O)(=O)N3CCN(c4cccc(C)c4C)CC3)s2)on1	?	·
CCOC(=O)c1[nH]c2ccccc2c1NC(=S)Nc1cccc(C)c1C	?	·
Cc1ccc2cc(COC(=O)c3cccc([N+](=O)[O-])c3)c(=O)[nH]c2c1	18%	22
CCOC(=O)c1cc(-c2ccccc2)n(CCC(=O)NC(C)CC)c1C (centres undefined)	2%	8
COc1ccc(-n2c(-c3ccc(Br)cc3)c[n+]3c2SC(C)C3)cc1 (centres undefined)	?	·
O=C(NNC(=S)NCC1CCCO1)c1ccc(S(=O)(=O)N2CCOCC2)cc1 (centres undefined)	i	-6
COc1ccc(C(CNC(=O)c2ccc3c(c2)OCCO3)N(C)C)cc1 (centres undefined)	i	28
COc1cc(/C=C/C(=O)OCC(=O)N2CCCc3ccccc32)ccc1OC(F)F	?	·
Cc1cccc(-n2ncc3c2CCCC3NC(=O)CCc2cccnc2)c1C (centres undefined)	?	·
CCOc1ccc(/C=C(/NC(=O)c2ccccc2)C(=O)NCCC(=O)O)cc1	0%	8
CS(=O)(=O)Nc1ccc(S(=O)(=O)N2CCOCC2)cc1	19%	5
CCCOc1ccc(C2(C(=O)O)CCCC2)cc1	?	·
O=C(CSc1cccc2cccnc12)N/N=C/c1cccc(O)c1	?	·
N#CCC(=O)Nc1ccc(C(=O)OC(C(=O)Nc2cc(C(F)(F)F)ccc2Cl)c2ccccc2)cc1 (centres undefined)	?	·
CN1[C@@H]2CCC[C@H]1CC(NC(=O)c1nn(C)c3ccccc13)C2 (some centres undefined)	-18%	-17
Cc1ccc(S(=O)(=O)N(CC(=O)N2CCOCC2)c2ccc(C(C)C)cc2)cc1	?	·
COc1cc(CNc2ncn[nH]2)ccc1OCc1ccccc1C	?	·

Reprinted at random: two entries already listed
canonical_smiles	S3 lipid droplet	S3 lipid droplet cell count max
O=C(/C=C/c1ccco1)Nc1ccccc1C(=O)O	?	·
Cc1cccc(-n2ncc3c2CCCC3NC(=O)CCc2cccnc2)c1C (centres undefined)	?	·

More compounds:
Under each structure – S3 lipid droplet	S3 lipid droplet cell count max
CCn1nc(CC(C)C)cc1C(=O)N1CCCC(Nc2ccc(OC)cc2)C1 (centres undefined)
  -10%	-17
COc1ccc(S(=O)(=O)N(C)c2ccc(C(=O)Nc3ccccc3C(=O)N3CCOCC3)cc2)cc1OC
  0%	-22
Cc1cc(C)n(-c2ccc(C(=O)OCc3ccccc3)cc2)n1
  ?	·
Nc1nonc1C(=O)N/N=C/c1cccc([N+](=O)[O-])c1
  ?	·
COC(=O)C(C)Oc1ccc(=O)[nH]n1 (centres undefined)
  ?	·
N#CCSc1nc2scc(-c3cccs3)c2c(=O)n1CCc1ccccc1
  -16%	-7
O=C(/C=C/c1ccccc1)Oc1cccc(C(=S)N2CCOCC2)c1
  8%	13
O=C(O)CCCNC(=O)C(c1ccccc1)c1ccccc1
  ?	-16
O=C(NCc1nnc(SCc2ccc(F)cc2)n1-c1ccc(F)cc1)C12CC3CC(CC(C3)C1)C2
  ?	·
COc1ccc(S(=O)(=O)N2CCN(C(=S)Nc3ccc(S(N)(=O)=O)cc3)CC2)cc1
  -3%	5
CCOc1ccc(C(N)=O)cc1OC
  ?	·
COc1ccc(N(Cc2ccccc2)C(=O)c2ccccc2[N+](=O)[O-])cc1
  i	-1
c1cncc(-c2nc3ccccn3c2Nc2ccc3c(c2)OCCO3)c1
  ?	·
COC(=O)C1=CN(c2ccc(F)cc2)C=C(C(=O)OC)C1c1ccc([N+](=O)[O-])cc1
  ?	·
CCCCn1c(N)c(N(CC(C)C)C(=O)CN2C(=O)NC3(CC(C)CC(C)(C)C3)C2=O)c(=O)[nH]c1=O (centres undefined)
  ?	·
O=C(CCCN1C(=O)/C(=C\c2ccccc2)SC1=S)Nc1ccc(O)cc1
  ?	·
COc1cccc(C(=O)NC(C)CCc2ccccc2)c1 (centres undefined)
  ?	·
CCN(CC)S(=O)(=O)c1ccc(N2CCOCC2)c(NC(=O)c2c3c(nc4ccccc24)CCC3)c1
  -19%	-12
CN(c1nc2ccccc2[nH]c1=O)C1CCCCC1
  ?	·
Cc1ccc(CNC(=O)CCn2nc(-c3ccc(Cl)cc3)ccc2=O)cc1
  4%	-10

Compound profiles, from the list above. Order of screens: S3 lipid droplet | S3 lipid droplet cell count max
`COc1ccc(S(=O)(=O)N(C)c2ccc(C(=O)Nc3ccccc3C(=O)N3CCOCC3)cc2)cc1OC` is listed with 0% | -22
`COC(=O)C(C)Oc1ccc(=O)[nH]n1` (centres undefined) is listed with ? | ·

Next section.
Under each structure – S3 lipid droplet	S3 lipid droplet cell count max
Cc1cn2c(-c3ccncc3)nnc2s1
  -12%	-11
CCn1cc(C(=O)NCCCOC(C)C)c(=O)c2cc(S(=O)(=O)N3CCC(C)CC3)ccc21
  ?	·
COC(=O)CCCC1=CC2=CC(=O)C(C)(OC(=O)c3cccs3)C(=O)C2=CN1CCc1c[nH]c2ccccc12 (centres undefined)
  2%	1
Cc1coc2c1C(=O)C(=O)c1c-2ccc2c(C)cccc12
  -5%	-13
Cc1cc(C(=O)OCC(=O)Nc2ccccc2[N+](=O)[O-])c2ccccc2n1
  ?	·
COc1cc2c(cc1NC(=O)CSc1cccc[n+]1[O-])oc1ccccc12
  ?	·
CN(C)S(=O)(=O)N(CC(=O)Nc1ccc(S(=O)(=O)N2CCCC2)cc1)c1ccccc1
  ?	·
Cc1c(NC(=O)CN(c2ccc(F)cc2)S(=O)(=O)c2ccccc2)c(=O)n(-c2ccccc2)n1C
  ?	·
CN(C)C(=O)c1coc2nc3ccccc3nc12
  -5%	11
CNc1oc(-c2cccs2)nc1C#N
  ?	·
Cc1ccc(-c2csc3n[nH]c(=S)n23)cc1
  ?	·
O=C(CNC(=O)c1cccs1)NCC(=O)OCc1ccccc1Cl
  -17%	-14
Cc1cc(C(=O)N/N=C/c2sc(N3CCOCC3)nc2-c2ccccc2)c(C)o1
  ?	·
CC(CN1CCOCC1)OC(=O)Cc1ccc(Cl)cc1 (centres undefined)
  13%	20
CCN(CC(=O)NCc1ccc(F)cc1)CC(=O)Nc1cc(S(=O)(=O)N(C)C)ccc1C
  i	-17
CC(=O)c1c[nH]c(C(=O)Nc2ccc(N3CCCCCC3)cc2)c1
  ?	·
O=C(O)CCC(=O)Nc1cccc(-c2csc(-c3ccccc3)n2)c1
  ?	·
CCOC(=O)c1sc2nc(CC(=O)OC)nc(NCc3ccc(Cl)cc3)c2c1C
  ?	·
O=C(COC(=O)CCNS(=O)(=O)c1ccc(Cl)cc1)Nc1ccccc1OC(F)F
  ?	·
COc1ccc(N2CCN(CCNC(=O)c3ccc4c(c3)[nH]c(=S)n3c5ccccc5nc43)CC2)cc1
  ?	·
Cn1ccs/c1=N\S(=O)(=O)c1ccc(F)cc1
  i	·
COc1ccc2oc(=O)c(C(=O)N3CCN(C(=O)c4ccccc4)CC3)cc2c1
  ?	·

Sorted by value in S3 lipid droplet cell count max (ascending): 7 of the compounds above
| canonical_smiles | S3 lipid droplet cell count max |
| --- | --- |
| CC(=O)c1cccc(NC(=O)CSC(=O)c2ccccc2)c1 | -13 |
| CCN(CC)S(=O)(=O)c1ccc(N2CCOCC2)c(NC(=O)c2c3c(nc4ccccc24)CCC3)c1 | -12 |
| N#CCSc1nc2scc(-c3cccs3)c2c(=O)n1CCc1ccccc1 | -7 |
| CCCCNc1nc2ccccc2n1CC(=O)Nc1c(C)cccc1CC | 5 |
| Cc1ccc(NC(=O)c2ccc(OCC3CCCO3)cc2)cc1 (centres undefined) | 7 |
| COc1ccc(C(=O)N2CCOC2CNC(=O)C(=O)NCCc2ccccc2OC)cc1 (centres undefined) | 10 |
| CN(C)C(=O)c1coc2nc3ccccc3nc12 | 11 |
